Compound activity as filed in PubChem.
KCNH2 3.1 inh: blocks the human KCNH2 3.1 channel isoform; hit rate 0.95% among 340,000; AID 720553; U2OS KCNH2 3.1, thallium flux FluxOr; hits give low values; activity change, % (tested at about 1.8 µM);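 active = maximum activity change below -70%; inconclusive = maximum activity change from -70% to -50%; inactive = maximum activity change above -50%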;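 also: thallium influx rate constant from kinetic fluorescence after stimulation buffer; % is scaled to controls: 0 for no effect and ±100 for the full control effect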
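Virally transduced U2OS (3.1 isoform, 4 h infection in dark at RT) → overnight 37 C → FluxOr + Red40 in HBSS/HEPES, 45 min → stimulation buffer, 2 min kinetic read → rate constant vs DMSO controls.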
FLuc counter: counter-screen for miR-21 project: firefly luciferase inhibitors or activators; P08659; purified FLuc, Km substrates, luminescence inhibition; Potency, µM (highest dose often 57.5 µM), inactives show at the highest dose activity change, negative = inhibition, actives largely listed as inhibitors; hit rate 6.9% among 360,000;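 also: potency is read from the fitted curve at half-maximal effect; plate controls were vehicle for no effect and reference inhibitor for full effect; nearly all actives have a fitted effect of over 55% in size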
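Purified P. pyralis luciferase, 10 nM final, with Km-level 10 uM D-luciferin and 10 uM ATP in 50 mM Tris acetate pH 7.5, 10 mM Mg acetate, 0.01% Tween-20, 0.05% BSA; 6-point qHTS titration about 60 µM downward; luminescence read.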
PKM2 activator: increases activity of human pyruvate kinase M2. P14618. purified PKM2, Kinase-Glo ATP luminescence, activation; response scale: 0% is enzyme alone, no compound. Potency, µM (doses to about 57.5 µM), for inactives: at the highest dose activation, most hits filed as activators. hit rate 0.34% among 260,000. AID 1631; also: potency is read from the fitted curve at half-maximal effect; % is scaled to controls: 0 for no effect and ±100 for the full control effect; nearly all actives have a fitted effect of over 55% in size
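hPK-M2, >95% pure; 0.1 mM ADP / 0.5 mM PEP final; imidazole pH7.2 buffer w/ 7 mM MgCl2, 50 mM KCl; 1 h RT; Kinase-Glo lum. Intermediate enzyme activity for dual inhibitor/activator qHTS.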
ELG1 DNA repair: inhibitors of ELG1-dependent DNA repair in HEK293T cells; Potency, µM (series often up to 46.1 µM), for the others: at the highest dose activity change, negative = inhibition, actives largely listed as inhibitors; AID 504467; HEK293T ELG1-luciferase reporter, luminescence, 16 h; DNA damage induced by 5-fluorouridine; hit rate 2.3% among 330,000; also: potency is read from the fitted curve at half-maximal effect; % is scaled to controls: 0 for no effect and ±100 for the full control effect; nearly all actives have a fitted effect of over 55% in size
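DMSO vehicle served as the neutral condition. Each well held 2,000 cells given 5-fluorouridine plus compound; after 16 hr at 37 °C/5% CO2, ONE-Glo was added and luciferase measured 30 min later.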
Menin-MLL TR inh: menin-MLL binding inhibition, Texas Red mutant peptide; O00255; Menin + Texas Red MLL mutant peptide, fluorescence polarization; Potency, µM (doses to about 61.6 µM), without a hit: at the highest dose FP activity change, negative = inhibition, most hits filed as inhibitors; hit rate 0.23% among 270,000; AID 1768; active = well fitted inhibition curve with a large enough effect in the polarisation, with a control signal flat, not every such curve was filed as active; inconclusive = small, poorly fitted or top-dose-only effect, or effect the other way, or a change in a side signal; inactive = no such curve, though single readings can be large or run the other way; the % refers to the polarisation; also: potency is read from the fitted curve at half-maximal effect; % of control where 0% means no effect; many of its hits are not listed in these tables
RORg inh: blocks mouse ROR gamma transcriptional activity; Drosophila S2 Gal4-RORgamma UAS-luciferase reporter, 20 h; Potency, µM (titrated, usually from 53.6 µM), for inactives: at the top dose activity change, negative = inhibition, most hits filed as inhibitors; hit rate 5.4% among 310,000; AID 2551; also: potency is read from the fitted curve at half-maximal effect; % is scaled to controls: 0 for no effect and ±100 for the full control effect; nearly all actives have a fitted effect of over 60% in size
Target sequence (P51450 whole entry, looked up, the tested form may be a part): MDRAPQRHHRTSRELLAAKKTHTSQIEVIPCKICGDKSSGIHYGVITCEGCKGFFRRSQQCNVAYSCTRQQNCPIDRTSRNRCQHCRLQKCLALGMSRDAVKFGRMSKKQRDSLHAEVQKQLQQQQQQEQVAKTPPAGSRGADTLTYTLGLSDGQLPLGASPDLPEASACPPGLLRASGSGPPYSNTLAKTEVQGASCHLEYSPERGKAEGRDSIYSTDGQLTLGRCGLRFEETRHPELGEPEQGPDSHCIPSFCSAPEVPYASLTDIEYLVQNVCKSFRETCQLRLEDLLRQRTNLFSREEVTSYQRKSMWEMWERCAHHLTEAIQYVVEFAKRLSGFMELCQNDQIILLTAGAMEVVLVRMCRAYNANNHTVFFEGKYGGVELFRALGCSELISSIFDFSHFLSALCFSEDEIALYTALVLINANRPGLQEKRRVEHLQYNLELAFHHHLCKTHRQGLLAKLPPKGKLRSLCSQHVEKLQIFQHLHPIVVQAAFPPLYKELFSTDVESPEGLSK
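In this cell-based reporter format, copper sulfate (700 uM final) drives Gal4–ROR gamma fusion expression from a metallothionein promoter in Drosophila Schneider cells; compounds preincubated 1 hr, reporter read after 20 hr at ambient temperature.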
Gal4-VP16 FLuc: counter-screen for ROR gamma inhibitors: Gal4-VP16 reporter; Drosophila S2 Gal4-VP16 UAS-luciferase, luminescence, 20 h; AID 2546; hit rate 3.5% among 310,000; Potency, µM (highest dose often 53.6 µM), for inactives: at the top dose activity, negative = inhibition, most hits filed as inhibitors;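 also: Gal4-VP16 expression switched on by copper sulfate through the metallothionein promoter; potency is read from the fitted curve at half-maximal effect; % is scaled to controls: 0 for no effect and ±100 for the full control effect; nearly all actives have a fitted effect of over 50% in size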
NPC1 promoter act: activators of NPC1 promoter. Huh7 NPC1 promoter luciferase reporter, 24 h. Potency, µM (highest dose often 9.22 µM), for the others: top-dose activation, most hits filed as activators. hit rate 2.4% among 320,000;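 also: potency is read from the fitted curve at half-maximal effect; % of control where 0% means no effect; nearly all actives have a fitted effect of over 60% in size; reporter is driven by a mutant NPC1 promoter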
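Stable NPC1-promoter luciferase Huh7 line; cpd (DMSO) 24 h, 37 °C, 5% CO2; Amplite luciferase reagent 10 min RT; luminescence readout. qHTS format.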
MBNL1 CUG block: inhibitors of human MBNL1 binding to CUG repeat RNA; Q9NR56; TR-FRET MBNL1-His/biotin-(CUG)12 binding, 665/545 ratio; Potency, µM (highest dose often 57.5 µM), inactives show top-dose activity change, negative = inhibition, most hits filed as inhibitors; hit rate 0.036% among 280,000; AID 2675; active = well fitted inhibition curve with a large enough effect in the signal ratio, with a control signal flat, not every such curve was filed as active; inconclusive = small, poorly fitted or top-dose-only effect, or effect the other way, or a change in a side signal; inactive = no such curve, though single readings can be large or run the other way; the % refers to the signal ratio; also: potency is read from the fitted curve at half-maximal effect; % is scaled to controls: 0 for no effect and ±100 for the full control effect
Target sequence (Q9NR56 whole entry, looked up): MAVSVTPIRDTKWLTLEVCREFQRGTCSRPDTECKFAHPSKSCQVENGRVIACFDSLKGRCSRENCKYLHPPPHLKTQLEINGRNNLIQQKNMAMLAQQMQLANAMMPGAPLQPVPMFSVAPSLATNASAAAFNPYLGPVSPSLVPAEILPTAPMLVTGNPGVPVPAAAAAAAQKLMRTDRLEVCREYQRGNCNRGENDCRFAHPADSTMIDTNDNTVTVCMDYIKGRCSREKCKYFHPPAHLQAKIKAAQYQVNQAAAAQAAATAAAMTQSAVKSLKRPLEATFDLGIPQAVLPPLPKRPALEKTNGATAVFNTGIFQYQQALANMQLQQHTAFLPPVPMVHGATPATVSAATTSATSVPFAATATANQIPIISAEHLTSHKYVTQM
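TR-FRET readout: Ex 340 nm, 665/545 nm emission ratio, normalized to buffer-only (basal) and MBNL1-(CUG)12 controls. Complex of MBNL1-His with Biotin-(CUG)12, compounds 92 nM–58 uM, incubated 60 min at room temperature.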
Mito fusion yeast: inhibitors of mitochondrial division or activators of mitochondrial fusion; S. cerevisiae fusion-defective mutant growth rescue, CellTiterGlo 48 h; Potency, µM (highest dose often 46.1 µM), for the others: at the top dose growth rescue (activation), actives largely listed as activators; hit rate 0.23% among 320,000;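 also: potency is read from the fitted curve at half-maximal effect; % of control where 0% means no effect; nearly all actives have a fitted effect of over 45% in size; temperature-sensitive fusion mutants such as fzo1-1 at 37 °C on non-fermentable ethanol glycerol medium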
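S. cerevisiae fusion-defective temperature-sensitive mutants (e.g. fzo1-1, mgm1-5) grown 48 h at 37C in YPEG (ethanol/glycerol non-fermentable) medium with 23 nl compound per well; growth rescue read as CellTiterGlo luminescence.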
Rab9 promoter act: Rab9 promoter activation | AID 485297 | Huh7 Rab9 promoter-luciferase reporter, luminescence, 24 h | hit rate 2.8% among 320,000 | Potency, µM (series often up to 9.22 µM), without a hit: at the top dose activation, negative = inhibition, most hits filed as activators; also: potency is read from the fitted curve at half-maximal effect; % of control where 0% means no effect; nearly all actives have a fitted effect of over 60% in size
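Using Huh7 cells stably transfected with Rab9 promoter–luciferase, compounds were incubated 24 h at 37 °C, 5% CO2; luciferase luminescence was read 10 min after reagent addition.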
Starred values were filed as active, the others as inactive; ? = inconclusive; . = not tested or not shown; [ ] = remark or other dose. Unless noted, calls follow the shape of the dose curve; as a rule, active = well fitted curve in the direction sought with a large enough effect; inconclusive = small, poorly fitted or top-dose-only effect, or another doubt; inactive = no such curve, though single readings can be large; an effect the other way counts as inactive or inconclusive. This is a subset, so the mix of outcomes need not match the whole.

SMILES	KCNH2 3.1 inh	FLuc counter	PKM2 activator	ELG1 DNA repair	Menin-MLL TR inh	RORg inh	Gal4-VP16 FLuc	NPC1 promoter act	MBNL1 CUG block	Mito fusion yeast	Rab9 promoter act
CC1(C)SC(=S)N(Cc2ccc3c(c2)OCO3)C1N(O)C(=O)NC1CCCCC1 (centres undefined)	-7	6%	-5%	-7%	-4%	-18%	-6%	-4%	0%	1%	-3%
COc1ccc(-c2cc(O)cc(O)c2)cc1	-6	6.7µM*	0%	?	22%	31%	-12%	?	1%	-5%	?
CC(=O)c1cc(C#N)c(NCc2ccccc2)nc1C	2	-2%	-1%	?	3%	-24%	-2%	-1%	14%	-5%	-9%
Cc1cccc(NC(=S)NCC23C=CC(O2)C2C(=O)N(c4ccc(Cl)cc4)C(=O)C23)c1 (centres undefined)	0	-1%	25%	-4%	5%	-13%[10 µM]	?	-4%	.	-1%	-9%
O=S1(=O)[C@H]2C[C@@H]3C=C[C@@]2(CN1Cc1cccc(C(F)(F)F)c1)O3	-21	-5%	-11%	21%	-9%	26%	-5%	3%	1%	1%	8%
CCOc1ccc(-n2nnnc2SCC(=O)c2ccccc2)cc1	4	?	-4%	11%	-12%	19%	2%	24%	28%	-4%	-2%
CCC(C(=O)Nc1ncn[nH]1)(C(F)(F)F)C(F)(F)F	1	0%	-2%	5%	2%	-2%	1%	-2%	6%	0%	-2%
CC1(C)COC(c2cc([N+](=O)[O-])ccc2Cl)=N1	2	-1%	3%	5%	8%	-1%	10%	1%	?	-4%	0%
COc1ccc(-c2noc(CCC(=O)Nc3cccnc3)n2)cc1	21	?	.	15%	-13%	?	-11%	-4%	-9%	6%	-2%
Cc1oc(-c2cccs2)nc1CS(=O)CC(=O)NCCCOC(C)C (centres undefined)	5	4%	3%	18%	1%	2%	4%	-2%	4%	1%	-1%
Cc1cc(C)c(NC(=O)CS)c(Cl)c1	4	-1%	4%	15%	-4%	-1%	4%	-6%	-4%	-1%	0%
CC1CCCCC1NC(=O)CSc1nncn1N (centres undefined)	-7	0%	-10%	8%	11%	-4%	5%	-2%	-10%	-10%	-2%
CCCN1C2CCCC1CC(NC(=O)c1cccc(OC)c1)C2 (centres undefined)	0	5%	-5%	-9%	-9%	-3%	3%	-2%	-4%	1%	-1%
CN(C)C(CN=C1NS(=O)(=O)c2ccccc21)c1ccco1 (centres undefined)	-5	-4%	-2%	5%	8%	-2%	1%	-3%	-1%	-1%	2%
COC(=O)C1=CN(Cc2ccccc2)C=C(C(=O)OC)C1c1ccc(O)c(OC)c1	-34	0%	-10%	?	6%	15%[1.91 µM]	-8%	0%	?	-3%	-14%
CC(C)CC1(C)NC(=O)N(CC(=O)Nc2cccc(S(=O)(=O)N(C)c3ccccc3)c2)C1=O (centres undefined)	-13	3%	-7%	-9%	8%	24%	-2%	-2%	-1%	15%	-12%
COc1ccccc1OCC(=O)Nc1cccc(C(=O)N2CCOCC2)c1	1	?	9%	15%	-1%	-3%	-4%	9%	12%	-1%	1%
COc1ccc(Cc2nnc(SCC(=O)NCC3CCCO3)o2)cc1 (centres undefined)	-38	-1%	-17%	3%	2%	23%	9%	4%	14%	0%	4%
Cc1cccnc1NC(=O)c1ccc(C(=O)c2ccccc2)cc1	0	?	.	?	.	.	.	0%	.	5%	15%
Cc1cc(C)n2nc(SCC(=O)N(C)C)nc2n1	.	4%	2%	-4%	.	-12%	0%	2%	5%	-4%	-7%
O=C(COC(=O)C1CC1)Nc1ccccc1Sc1ccccc1	4	3%	1%	7%	-19%	10%	-7%	0%	.	18%	-5%
Cc1n[nH]c(C)c1S(=O)(=O)N1CCc2ccccc2C1	7	-3%	.	23%	.	-7%	-3%	-4%	-9%	1%	0%
Cc1ccc(C)c(N2CCN(S(=O)(=O)c3ccc4c(c3)CCC(=O)N4)CC2)c1	.	-1%	-5%	-5%	4%	10%	1%	1%	14%	5%	-7%
CC(C)(C)C(=O)COC(=O)c1cccc(NC(=O)c2ccco2)c1	-2	?	-3%	?	?	43%	?	4%	-8%	11%	5%
CCOCCCN(CC(=O)NC1CCCC1)C(=O)C(=O)Nc1ccc2c(c1)OCCO2	2	0%	-4%	12%	-28%	7%	-14%	7%	-9%	17%	-5%
(further entries)
SMILES	KCNH2 3.1 inh	FLuc counter	PKM2 activator	ELG1 DNA repair	Menin-MLL TR inh	RORg inh	Gal4-VP16 FLuc	NPC1 promoter act	MBNL1 CUG block	Mito fusion yeast	Rab9 promoter act
C=CCn1c(CCCOc2ccc(Cl)cc2Cl)nnc1SCC(=O)Nc1nccs1	-7	13µM*	2%	-10%	?	?	3%	0%	-1%	-6%	7%
CCCCOc1ccc(-c2ncc(N)cn2)cc1	8	6.7µM*	-4%	?	.	16%	4%	1.8µM*	8%	7%	2.8µM*
O=C(NCc1cccc(C(F)(F)F)c1)C1CCCN(c2ncccn2)C1 (centres undefined)	1	0%	-5%	-26%	5%	5%	-4%	-5%	-7%	-4%	-14%
CN(C)c1ccc(S(=O)(=O)N2CCCCC2)cc1NC(=O)COc1ccccc1F	-8	3%	-3%	-5%	.	-2%	-4%	-1%	-8%	7%	-16%
COc1ccc(-n2nc3c(N4CCC(C(=O)NCc5ccco5)CC4)nnc(C)c3c2C)cc1	16	1%	.	-10%	.	7%	0%	-5%	-6%	0%	-1%
O=C(Cc1ccc([N+](=O)[O-])cc1)N/N=C/c1cccs1	12	2%	4%	-2%	13%	-12%	14%	-1%	?	-2%	10%
COc1ccc(C2N(c3ccc(OC)cc3)C(=S)N3CCCN23)cc1 (centres undefined)	7	1%	8%	-2%	0%	0%	-4%	-1%	-9%	5%	-2%
CSCc1c(C(=O)Nc2ccc3c(c2)OCO3)oc2ccccc12	-7	19µM*	.	?	?	3%	25%	-26%	2%	-12%	19%
CCCCCCn1c(COc2ccccc2F)nnc1SCC(=O)N1c2ccccc2NC(=O)C1(C)C	-18	2%	-1%	?	-13%	?	?	-3%	4%	0%	0%
CCOc1ccc2[nH]c(=O)c(CN(CCO)C(=O)CC)cc2c1	-7	0%	-1%	17%	28%	-7%	0%	1%	-6%	-3%	-2%
COc1ccc(NC(=S)NC(NC(=O)c2cccc(Cl)c2)C(Cl)(Cl)Cl)c([N+](=O)[O-])c1 (centres undefined)	-8	-1%	-3%	16µM*	?	?	?	0%	?	-9%	9%
O=C(c1ccccc1)C(Cn1cncn1)C(Sc1ccccc1)c1ccccc1 (centres undefined)	-29	5%	-1%	0%	?	-36%	12%	0%	-4%	-4%	1%
Cc1cc[n+](-c2[nH]c(=O)sc2/C=N/N=C(\[O-])c2ccccc2)cc1C	-15	1%	-1%	-7%	19%	-2%	21%	2%	?	-4%	-1%
CCC(C)NC(=O)c1ccc([N+](=O)[O-])c(Cl)c1 (centres undefined)	.	-1%	-3%	9%	5%	29%	-13%	1%	?	-7%	-2%
Cc1sc2ncn(CC(=O)NCCCC(=O)NCc3ccc(F)cc3)c(=O)c2c1C	-12	2%	2%	-5%	0%	4%	-15%	-4%	5%	3%	2%
Cc1csc(=O)n1CC(=O)OCC(=O)Nc1ccc(C(N)=O)cc1	14	-1%	.	21%	.	.	.	-5%	.	-2%	7%
N#CCCN(C(=O)c1ccc2c(=O)n3c(nc2c1)CCCCC3)c1ccccc1	17	-1%	.	22%	.	9%	-2%	-1%	1%	1%	-3%
COc1cccc(CNC(=O)N2CCN(c3ccccc3Cl)CC2)c1	-3	-7%	-1%	2%	-4%	17%	7%	2%	-7%	-8%	0%
CCc1ccccc1NC(=O)CCc1nc(-c2ccc(C)cc2)no1	-4	3%	-4%	-12%	9%	-44%	?	-3%	-2%	-5%	-6%
CCOC(=O)c1c(C)[nH]c(N=Nc2ccc(C)cc2C)c1C	5	15µM*	0%	?	?	-40%	-5%	?	12%	-4%	0.25µM*
COc1ccccc1NC(=O)c1cnc(SCC(=O)NCCc2ccccc2)n(C)c1=O	-7	-9%	.	?	.	.	.	-1%	.	-5%	17%
O=C(N/C(=C\c1ccc(F)cc1)C(=O)N1CCCCCC1)c1ccccc1	-2	-3%	1%	19%	-16%	5%	-4%	-7%	-1%	?	2%
Cc1ccc(N=Cc2cccc(O)c2O)c(C)c1	.	?	13µM*	2%	-8%	10µM*	?	1%	?	1%	9%
CC(=O)NCCn1c(SCC(=O)NCCc2ccc(S(N)(=O)=O)cc2)nc2ccccc2c1=O	-9	-1%	0%	-7%	-15%	0%	-19%	-7%	0%	-10%	3%
